Mtb BioA inh: inhibitors of Mycobacterium tuberculosis BioA enzyme; purified M. tuberculosis BioA enzyme, plate reader; inhibition, % at 9.99 µM; 360,000 compounds, 0.096% hits; AID 602481; in the data active means inhibition above about 40%
Starred values were filed as active, the others as inactive. Some of the compounds tested, so the mix of outcomes need not match the whole.

SMILES | Mtb BioA inh
Cc1ccccc1S(=O)(=O)N1C[C@@H](O)COC[C@H]2O[C@@H](CC(=O)N3CCOCC3)CC[C@@H]21 | -0.4
C[C@H](CO)N1C[C@H](C)[C@H](CN(C)C(=O)Nc2ccccc2)Oc2ncc(C#CC3CC3)cc2C1=O | -0.4
C[C@H]1CN([C@@H](C)CO)C(=O)Cc2cc(NS(=O)(=O)c3ccccc3)ccc2O[C@H]1CN(C)C(=O)Nc1cccc2ccccc12 | 2.8
CCC(=O)N1C[C@H]2[C@@H](c3ccccc31)[C@H](CO)N2Cc1ccccc1Cl | -1.6
COCC(=O)N(C)C[C@@H]1Oc2cc(-c3ccc(OC)cc3)ccc2S(=O)(=O)N([C@H](C)CO)C[C@H]1C | 7.3
CCC(=O)Nc1ccc2c(c1)OC[C@H](C)N(Cc1ccccc1F)C[C@H](C)[C@@H](OC)CN(C)C2=O | -1.4
CO[C@@H]1CN(C)C(=O)c2cc(NS(C)(=O)=O)ccc2OC[C@H](C)NC[C@H]1C | -5.0
COc1ccc(C#Cc2ccc3c(c2)O[C@@H](CN(C)C(=O)CN2CCOCC2)[C@H](C)CN([C@@H](C)CO)S3(=O)=O)cc1 | -0.8
COc1ccc(NC(=O)Nc2ccc3c(c2)C(=O)N([C@@H](C)CO)C[C@@H](C)[C@@H](CN(C)C(=O)Nc2ccc(OC)cc2)OCCCC[C@H](C)O3)cc1 | -0.7
CC(C)CC#Cc1ccc2c(c1)O[C@@H](CN(C)C(=O)c1ccccc1)[C@@H](C)CN([C@@H](C)CO)S2(=O)=O | 2.6
CO[C@@H]1CN(C)C(=O)c2cc(NC(=O)CC(F)(F)F)ccc2OC[C@@H](C)N(S(=O)(=O)c2cn(C)cn2)C[C@H]1C | -3.0
CO[C@H]1O[C@H](CO)[C@@H](OC(=O)Nc2cccc(F)c2)[C@@H]2OC(=O)[C@@H](Cc3ccccc3)C/C=C/C[C@H](Cc3ccccc3)C(=O)O[C@@H]12 | -1.8
CC(C)CC#Cc1ccc2c(c1)O[C@H](CN(C)Cc1ccccc1)[C@H](C)CN([C@H](C)CO)S2(=O)=O | -1.6
COc1cccc(-c2ccc3c(c2)O[C@@H](CN(C)C(=O)C2CCOCC2)[C@@H](C)CN([C@H](C)CO)S3(=O)=O)c1 | 2.0
CO[C@H]1CN(C)C(=O)c2cc(NC(=O)NC(C)C)ccc2OC[C@H](C)N(Cc2cncnc2)C[C@@H]1C | -0.6
C[C@H](CO)N1C[C@H](C)[C@H](CN(C)C(=O)N[C@H](C)c2ccccc2)OCc2ccccc2-c2ccccc2C1=O | 1.2
COc1ccc(S(=O)(=O)N(C)C[C@H]2Oc3c(NC(=O)c4cc(C)nn4C)cccc3C(=O)N([C@@H](C)CO)C[C@@H]2C)cc1 | -1.1
O=C(NCC[C@@H]1CC[C@H](NS(=O)(=O)c2cccc(F)c2)[C@H](CO)O1)C1CCCCC1 | 0.9
N#C[C@@H]1[C@H](c2ccccc2)[C@H](CO)N1S(=O)(=O)c1ccc(F)cc1 | -0.6
CCCNC(=O)N(C)C[C@@H]1Oc2cc(C3=CCCCC3)ccc2S(=O)(=O)N([C@@H](C)CO)C[C@H]1C | -1.1

Part of the list above in another layout.
compound: COc1ccc(S(=O)(=O)N(C)C[C@H]2Oc3c(NC(=O)c4cc(C)nn4C)cccc3C(=O)N([C@@H](C)CO)C[C@@H]2C)cc1
  Mtb BioA inh = -1.1
compound: O=C(NCC[C@@H]1CC[C@H](NS(=O)(=O)c2cccc(F)c2)[C@H](CO)O1)C1CCCCC1
  Mtb BioA inh = 0.9
compound: N#C[C@@H]1[C@H](c2ccccc2)[C@H](CO)N1S(=O)(=O)c1ccc(F)cc1
  Mtb BioA inh = -0.6
compound: CCCNC(=O)N(C)C[C@@H]1Oc2cc(C3=CCCCC3)ccc2S(=O)(=O)N([C@@H](C)CO)C[C@H]1C
  Mtb BioA inh = -1.1

Additional results follow:
SMILES | Mtb BioA inh
CC(C)CC#Cc1cnc2c(c1)C(=O)N([C@@H](C)CO)C[C@@H](C)[C@@H](CN(C)C(=O)Nc1cccc(F)c1)O2 | 1.7
COc1ccc(S(=O)(=O)Nc2cccc3c2O[C@H](CN(C)C)[C@H](C)CN([C@@H](C)CO)C3=O)cc1 | 0.4
C[C@H](CO)N1C[C@H](C)[C@H](CN(C)Cc2ccc(C(=O)O)cc2)OCCCC[C@H](C)Oc2ccc(NC(=O)Nc3ccccc3)cc2C1=O | -1.5
CN(C)CCCNC(=O)C[C@@H]1CC[C@@H]2[C@H](COC[C@H](O)CN2S(=O)(=O)c2ccc(Cl)cc2)O1 | -2.7
O=C(NCc1ccc(F)cc1)[C@@H]1C[C@@H]2C(=O)N3CCC[C@H]3C(=O)N2[C@@H]1c1ccc(O)cc1 | -0.5
C[C@@H]1CN([C@@H](C)CO)C(=O)Cc2cc(NC(=O)CCN3CCOCC3)ccc2O[C@H]1CN(C)Cc1ccc(Oc2ccccc2)cc1 | -2.6
C[C@@H]1CN([C@H](C)CO)C(=O)c2cccc(NC(=O)c3ccncc3)c2O[C@@H]1CN(C)Cc1ccc(C(=O)Nc2ccccc2N)cc1 | -0.9
C[C@@H]1CCCCO[C@@H](CN(C)S(=O)(=O)c2ccc(Cl)cc2)[C@@H](C)CN([C@@H](C)CO)C(=O)c2cc(NC(=O)CCCN(C)C)ccc2O1 | 0.4
C[C@@H]1CN([C@H](C)CO)C(=O)c2cc(N(C)C)ccc2O[C@@H]1CN(C)Cc1ccc(Oc2ccccc2)cc1 | 1.8
C[C@H](CO)N1C[C@H](C)[C@H](CN(C)S(=O)(=O)c2ccc(F)cc2)Oc2ccc(NC(=O)CCC(F)(F)F)cc2C1=O | 2.3
O=C(CN1CCOCC1)N1CCCCN2[C@H](C1)[C@H](c1ccc(-c3ccccc3F)cc1)[C@@H]2CO | -1.3
COc1ccc(NC(=O)Nc2ccc3c(c2)C(=O)N([C@H](C)CO)C[C@@H](C)[C@H](CN(C)Cc2ccc4c(c2)OCO4)OCCCC[C@H](C)O3)cc1 | 3.8
CC=Cc1ccc2n(c1=O)C[C@@H]1[C@@H](CO)[C@H](C(=O)N(C)C)[C@H]2N1CCc1ccccc1 (mixture of isomers) | -3.3
C[C@H]1CCCCO[C@@H](CN(C)C)[C@@H](C)CN([C@@H](C)CO)C(=O)c2cc(NC(=O)c3ccccc3)ccc2O1 | -0.7
O=C(C[C@@H]1C=C[C@@H](NC(=O)NC2CCCCC2)[C@@H](CO)O1)NCc1ccccc1 | -1.7
C[C@@H]1CN([C@@H](C)CO)C(=O)c2cccc(NC(=O)c3nc4ccccc4s3)c2O[C@@H]1CN(C)Cc1ccc(Cl)c(Cl)c1 | -2.0
C[C@@H]1CCCCO[C@@H](CN(C)S(=O)(=O)c2cn(C)cn2)[C@H](C)CN([C@H](C)CO)C(=O)c2cc(NC(=O)Nc3ccc(F)cc3)ccc2O1 | 0.3
CC(C)NC(=O)N1[C@H](CO)[C@H](c2ccc(C#CC3CCCCC3)cc2)[C@@H]1C#N | -1.0
COc1ccc(NC(=O)N2C[C@H](O)COC[C@H]3O[C@@H](CC(=O)NC4Cc5ccccc5C4)CC[C@@H]32)cc1 | -2.4
COc1ccc(S(=O)(=O)Nc2ccc3c(c2)C(=O)N([C@H](C)CO)C[C@@H](C)[C@H](CN(C)Cc2ccncc2)OCCCC[C@@H](C)O3)cc1 | 1.2
C[C@H]1CN([C@@H](C)CO)C(=O)c2cccc(NC(=O)C3CCOCC3)c2O[C@@H]1CN(C)S(=O)(=O)c1ccc(F)cc1 | 5.4
O=C(Cc1cccnc1)N[C@@H]1CC[C@H](CCn2cc(-c3ccccc3F)nn2)O[C@@H]1CO | 0.2
C/C=C/c1cnc2c(c1)C(=O)N([C@@H](C)CO)C[C@@H](C)[C@H](CN(C)Cc1ccncc1)O2 | 1.5
C[C@H]1CCCCO[C@H](CN(C)C(=O)Nc2ccc3c(c2)OCO3)[C@@H](C)CN([C@@H](C)CO)C(=O)c2cc(NC(=O)NC3CCCCC3)ccc2O1 | 0.2
CN1C(=O)c2cc(NC(=O)c3ccc(F)cc3)ccc2OC[C@H]2O[C@H](CC(=O)NC3CCC3)CC[C@H]21 | -2.8
N#C[C@H]1[C@@H](c2ccc(-c3ccncc3)cc2)[C@@H](CO)N1C(=O)Cc1ccccc1 | 0.6
C[C@@H]1CN([C@@H](C)CO)C(=O)Cc2cc(NC(=O)Nc3cccc4ccccc34)ccc2O[C@H]1CN(C)S(C)(=O)=O | -1.3
COC(=O)C[C@H]1C[C@H]2c3cc(NC(=O)Nc4ccc(F)cc4)ccc3O[C@H]2[C@H](CO)O1 | -1.9
Cn1cnc(S(=O)(=O)N2C[C@@H](O)COC[C@H]3O[C@@H](CC(=O)NC4CCCC4)CC[C@@H]32)c1 | -1.8
COc1ccc(NC(=O)N(C)C[C@H]2Oc3c(NC(=O)Nc4c(C)noc4C)cccc3C(=O)N([C@H](C)CO)C[C@H]2C)cc1 | -0.8
CN(C)C(=O)C[C@H]1C=C[C@H](NC(=O)C2CC2)[C@@H](CO)O1 | 2.6
C/C=C/c1ccc2c(c1)O[C@H](CN(C)C(=O)Nc1cc(F)ccc1F)[C@H](C)CN([C@H](C)CO)S2(=O)=O | -1.0
O=C(C[C@@H]1CC[C@H]2[C@@H](COC[C@H](O)CN2Cc2ccc(Oc3ccccc3)cc2)O1)N1CCCCC1 | -0.2
C[C@@H]1CN([C@@H](C)CO)C(=O)c2cc(-c3cccc(C#N)c3)cnc2O[C@@H]1CN(C)C(=O)C1CC1 | -1.3
O=C(Nc1cccc(Cl)c1)N[C@H]1CC[C@@H](CCNC(=O)C2CCCC2)O[C@@H]1CO | 0.5
CN1CCN(C(=O)C[C@H]2CC[C@H]3[C@@H](COC[C@@H](O)CN3C(=O)Nc3ccc4c(c3)OCO4)O2)CC1 | -0.6
COCC(=O)Nc1ccc2c(c1)OC[C@H](C)N(C(=O)C1CCCC1)C[C@H](C)[C@@H](OC)CN(C)C2=O | -1.6
COCC(=O)Nc1ccc2c(c1)C(=O)N(C)C[C@@H](OC)[C@@H](C)CN(C(=O)c1cnccn1)[C@H](C)CO2 | -1.8
CC(C)CC#Cc1cnc2c(c1)C(=O)N([C@@H](C)CO)C[C@@H](C)[C@H](CN(C)Cc1cncnc1)O2 | -6.8
CO[C@H]1CN(C)C(=O)c2cc(NC(C)=O)ccc2OC[C@@H](C)N(Cc2ccccc2C(=O)O)C[C@@H]1C | -0.5
COc1ccc(NC(=O)Nc2ccc3c(c2)C(=O)N([C@@H](C)CO)C[C@H](C)[C@@H](CN(C)S(C)(=O)=O)O3)cc1 | -1.9
C[C@H](CO)N1C[C@H](C)[C@@H](CN(C)Cc2ccc3c(c2)OCO3)Oc2ccc(NS(C)(=O)=O)cc2CC1=O | 0.0
C[C@H](NC(=O)N(C)C[C@@H]1OCc2ccccc2-c2ccccc2C(=O)N([C@@H](C)CO)C[C@H]1C)c1ccccc1 | -0.8
COc1ccc(S(=O)(=O)N(C)C[C@@H]2OCCCC[C@H](C)Oc3ccc(NC(=O)C4CCCCC4)cc3C(=O)N([C@H](C)CO)C[C@@H]2C)cc1 | -0.5
O=C(Cc1ccccc1)N1C[C@@H]2[C@H](c3ccccc31)[C@H](CO)N2C(=O)c1cccc(F)c1 | -3.4
C/C=C/c1cnc2c(c1)C(=O)N([C@@H](C)CO)C[C@@H](C)[C@H](CN(C)S(=O)(=O)c1ccc(F)cc1)O2 | -0.4
CNC[C@@H]1Oc2ccc(NC(=O)Nc3c(C)noc3C)cc2C(=O)N([C@H](C)CO)C[C@H]1C | 0.3
CC(C)NC(=O)N(C)C[C@@H]1Oc2ncc(Br)cc2C(=O)N([C@H](C)CO)C[C@@H]1C | 1.7
C[C@H]1CN([C@@H](C)CO)C(=O)c2cccc(NC(=O)c3cnccn3)c2O[C@H]1CN(C)S(C)(=O)=O | 1.1
COCC(=O)Nc1ccc2c(c1)OC[C@@H](C)N(C(=O)c1ccccn1)C[C@H](C)[C@H](OC)CN(C)C2=O | 0.5
(more compounds)
SMILES | Mtb BioA inh
COc1ccc(S(=O)(=O)N2CCCCN3[C@H](C2)[C@H](c2ccc(C#CC4CC4)cc2)[C@@H]3CO)cc1 | -1.3
CC(=O)N(C)C[C@@H]1Oc2cc(C#Cc3ccc(F)cc3)ccc2S(=O)(=O)N([C@@H](C)CO)C[C@H]1C | -0.4
C[C@H](CO)N1C[C@H](C)[C@H](CN(C)C(=O)Cc2cccnc2)Oc2ncc(-c3cncnc3)cc2C1=O | -1.4
CO[C@H]1CN(C)C(=O)c2cc(NC(=O)c3cnccn3)ccc2OC[C@@H](C)NC[C@H]1C | 2.0
C[C@H](CO)N1C[C@H](C)[C@@H](CN(C)C(=O)Nc2ccc(F)cc2)Oc2ncc(Br)cc2C1=O | -0.8
O=C(C[C@H]1CC[C@@H](NC(=O)Nc2ccccc2F)[C@H](CO)O1)NCc1ccc(Cl)cc1 | -2.2
CCCNC(=O)N(C)C[C@H]1Oc2ncc(/C=C/c3ccccc3)cc2C(=O)N([C@H](C)CO)C[C@@H]1C | 2.0
Cc1cccc(S(=O)(=O)N[C@H]2CC[C@H](CCNC(=O)CCN3CCCCC3)O[C@@H]2CO)c1 | -2.8
Cc1noc(C)c1NC(=O)N1C[C@@H](O)COC[C@@H]2O[C@@H](CC(=O)NCC3CCCCC3)CC[C@H]21 | -0.7
CCC(=O)N1CCCCN2[C@H](CO)[C@@H](c3ccc(-c4ccc(F)cc4)cc3)[C@@H]2C1 | -3.2

Single values from the entries so far:
Value for CCC(=O)N1CCCCN2[C@H](CO)[C@@H](c3ccc(-c4ccc(F)cc4)cc3)[C@@H]2C1 in Mtb BioA inh: -3.2
Value for Cc1cccc(S(=O)(=O)N[C@H]2CC[C@H](CCNC(=O)CCN3CCCCC3)O[C@@H]2CO)c1 in Mtb BioA inh: -2.8
Value for Cc1noc(C)c1NC(=O)N1C[C@@H](O)COC[C@@H]2O[C@@H](CC(=O)NCC3CCCCC3)CC[C@H]21 in Mtb BioA inh: -0.7
Value for CCCNC(=O)N(C)C[C@H]1Oc2ncc(/C=C/c3ccccc3)cc2C(=O)N([C@H](C)CO)C[C@@H]1C in Mtb BioA inh: 2.0
Value for CC(=O)N(C)C[C@@H]1Oc2cc(C#Cc3ccc(F)cc3)ccc2S(=O)(=O)N([C@@H](C)CO)C[C@H]1C in Mtb BioA inh: -0.4
Value for O=C(C[C@H]1CC[C@@H](NC(=O)Nc2ccccc2F)[C@H](CO)O1)NCc1ccc(Cl)cc1 in Mtb BioA inh: -2.2
Value for C[C@H](CO)N1C[C@H](C)[C@H](CN(C)C(=O)Cc2cccnc2)Oc2ncc(-c3cncnc3)cc2C1=O in Mtb BioA inh: -1.4
